High-throughput results (PubChem)
BRCA1 expr act – increases BRCA1 expression | Potency, µM (series often up to 46.1 µM), without a hit: top-dose activation, actives largely listed as activators | MCF7-BRCA1-FFLuc reporter, luminescence, 48 h; response scale: scaled: vehicle 0%, 10 µM genistein 100% | actives 1.1% (n = 380,000) | AID 624202; note: nearly all actives have a fitted effect of over 80% in size; some results filed as inactive show a strong effect at the top dose
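MCF7-BRCA1-FFLuc, 2000 cells/well; 2 h attach, 37 °C/5% CO2; compound 48 h; luciferase substrate 15 min; luminescence end-point. Norm. to genistein 10 microM max activation and DMSO; concentration-response curves fitted.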
FLuc counter – counter-screen for miR-21 project: firefly luciferase inhibitors or activators; purified FLuc, Km substrates, luminescence inhibition; Potency, µM (series often up to 57.5 µM), without a hit: at the highest dose activity change, negative = inhibition, most hits filed as inhibitors; actives 6.9% (n = 360,000); AID 588342;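 note: plate controls were vehicle for no effect and reference inhibitor for full effect; nearly all actives have a fitted effect of over 55% in size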
Target sequence (P08659 whole entry, looked up): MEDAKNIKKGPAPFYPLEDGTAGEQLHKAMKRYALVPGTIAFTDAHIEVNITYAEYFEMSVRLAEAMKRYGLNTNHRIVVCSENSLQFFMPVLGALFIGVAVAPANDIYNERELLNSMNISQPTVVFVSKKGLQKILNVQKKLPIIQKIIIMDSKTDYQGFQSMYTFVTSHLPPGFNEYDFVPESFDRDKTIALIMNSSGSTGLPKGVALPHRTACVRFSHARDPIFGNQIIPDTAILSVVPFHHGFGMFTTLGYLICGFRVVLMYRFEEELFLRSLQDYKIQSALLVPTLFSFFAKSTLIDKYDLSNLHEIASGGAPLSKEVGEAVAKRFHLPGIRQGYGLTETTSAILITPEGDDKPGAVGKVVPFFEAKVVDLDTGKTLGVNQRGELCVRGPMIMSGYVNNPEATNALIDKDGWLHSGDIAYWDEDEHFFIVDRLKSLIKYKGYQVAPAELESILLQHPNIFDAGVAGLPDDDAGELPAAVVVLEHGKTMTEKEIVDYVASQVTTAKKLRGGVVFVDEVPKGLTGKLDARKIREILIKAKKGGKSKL
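Purified P. pyralis luciferase (10nM final) with 10uM D-luciferin and 10uM ATP (Km levels) in 50mM Tris acetate pH 7.5, 10mM Mg acetate, 0.01% Tween-20, 0.05% BSA; qHTS 6-point titration, ~60 µM downward; luminescence read.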
Rab9 prom act – Rab9 promoter activation; Huh7 Rab9 promoter-luciferase reporter, luminescence, 24 h; Potency, µM (doses to about 9.22 µM), for inactives: at the highest dose activation, negative = inhibition, most hits filed as activators; actives 2.8% (n = 320,000); AID 485297; note: % of control where 0% means no effect; nearly all actives have a fitted effect of over 60% in size
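Huh7 cells stably carrying Rab9 promoter–luciferase reporter, plated 1500 cells/well, compound added after 2 h and incubated 24 h at 37 °C; luciferase luminescence then read after 10 min with detection reagent.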
uPA surface inh – blocks generation of uPA at the cell surface; cell surface uPA generation assay, qHTS; Potency, µM (doses to about 38.3 µM), for the others: top-dose activity change, negative = inhibition, most hits filed as inhibitors; actives 0.31% (n = 330,000); AID 540303; active = well fitted inhibition curve with a large enough effect; inconclusive = small, poorly fitted or top-dose-only effect; inactive = no such curve, though single readings can be large or run the other way; tested in mouse RAW 264.7 cells; note: % is set by controls: 0 for no effect and ±100 for the full control effect; nearly all actives have a fitted effect of over 55% in size
Gal4-VP16 FLuc – Gal4-VP16 reporter inhibition counter-screen; Drosophila S2 Gal4-VP16 UAS-luciferase, luminescence, 20 h; Potency, µM (doses to about 53.6 µM), for the others: top-dose activity, negative = inhibition, most hits filed as inhibitors; actives 3.5% (n = 310,000); AID 2546;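 note: Gal4-VP16 expression switched on by copper sulfate through the metallothionein promoter; % is set by controls: 0 for no effect and ±100 for the full control effect; nearly all actives have a fitted effect of over 50% in size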
NPC1 prom act – activates the NPC1 promoter; Huh7 NPC1 promoter luciferase reporter, 24 h; Potency, µM (highest dose often 9.22 µM), without a hit: at the top dose activation, usual class: activators; actives 2.4% (n = 320,000); AID 485313;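 note: % of control where 0% means no effect; nearly all actives have a fitted effect of over 60% in size; reporter is driven by a mutant NPC1 promoter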
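Luciferase expression driven by the NPC1 promoter was measured in stably transfected Huh7 cells after a 24 h compound incubation, using a luciferase reagent and a luminescence read.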
MBNL1 CUG block – MBNL1-poly(CUG) RNA binding inhibition | TR-FRET MBNL1-His/biotin-(CUG)12 binding, 665/545 ratio | actives 0.036% (n = 280,000) | Potency, µM (doses to about 57.5 µM), without a hit: top-dose activity change, negative = inhibition, most hits filed as inhibitors; active = well fitted inhibition curve with a large enough effect in the signal ratio, with a control signal flat, not every such curve was filed as active; inconclusive = small, poorly fitted or top-dose-only effect, or effect the other way, or a change in a side signal; inactive = no such curve, though single readings can be large or run the other way; the % refers to the signal ratio; note: % is set by controls: 0 for no effect and ±100 for the full control effect
Target sequence (Q9NR56 whole entry, looked up): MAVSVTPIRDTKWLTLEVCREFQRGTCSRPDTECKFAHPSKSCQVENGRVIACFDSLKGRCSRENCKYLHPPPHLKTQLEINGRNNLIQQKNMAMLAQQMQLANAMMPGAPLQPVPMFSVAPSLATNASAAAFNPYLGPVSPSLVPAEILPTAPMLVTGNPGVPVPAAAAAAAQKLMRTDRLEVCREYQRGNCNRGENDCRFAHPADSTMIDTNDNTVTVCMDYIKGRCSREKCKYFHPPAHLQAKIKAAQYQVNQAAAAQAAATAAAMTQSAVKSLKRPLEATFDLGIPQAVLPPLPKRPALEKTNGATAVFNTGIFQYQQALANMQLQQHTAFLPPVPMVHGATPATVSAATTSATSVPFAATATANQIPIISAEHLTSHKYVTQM
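Compound titration spanned 92 nM–58 uM against the MBNL1-His/biotin-(CUG)12 complex. After 60 min at room temperature with 5 nM streptavidin-XL665 and 0.055 ng/ul terbium anti-His, ratiometric 665/545 nm emission (Ex 340 nm) normalized to controls.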
p53 reactivation – restores transcriptional activity of mutant p53; Potency, µM (doses to about 92.2 µM), without a hit: at the highest dose activity change, positive = activation, usual class: activators; H1299 p53-A138V BP100-luciferase reporter, luminescence, 24 h; actives 0.063% (n = 320,000); AID 504706; note: % of control where 0% means no effect; nearly all actives have a fitted effect of over 45% in size
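H1299 (p53-null), stable ts p53-A138V + BP100-Luc; 1000 cells/well, Opti-MEM/10% FBS; cpd 4 pt, 1:5; 24 h, 37 deg C, 5% CO2; detection reagent 10 min RT; luminescence.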
RORgamma inh – ROR gamma (mouse) transcription inhibition; P51450; Drosophila S2 Gal4-RORgamma UAS-luciferase reporter, 20 h; Potency, µM (top dose mostly 53.6 µM), for the others: top-dose activity change, negative = inhibition, actives largely listed as inhibitors; actives 5.4% (n = 310,000); note: % is set by controls: 0 for no effect and ±100 for the full control effect; nearly all actives have a fitted effect of over 60% in size
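Stably transfected Drosophila Schneider cells are the test system, with ROR gamma fused to Gal4 and luciferase under UAS control; luminescence is read after 20 hr of 700 uM copper sulfate induction at ambient temperature.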
ELG1 genotox – genotoxicity induction in ELG1-luciferase HEK293T cells; HEK293T ELG1-luciferase reporter, luminescence, 16 h; Potency, µM (series often up to 46 µM), for the others: top-dose activity change, positive = activation, actives largely listed as activators; actives 1.3% (n = 330,000); note: % of control where 0% means no effect; nearly all actives have a fitted effect of over 60% in size
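Reporter readout depends on ELG1 protein level, which increases with genetic stress. After 16 hr compound exposure at 37 °C, luciferase activity was quantified using ONE-Glo.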
Starred values were filed as active, the others as inactive; ? = inconclusive; . = no result given; [ ] = remark or other dose. Unless noted, calls come from the whole dose curve; as a rule, active = well fitted curve in the direction sought with a large enough effect; inconclusive = small, poorly fitted or top-dose-only effect, or another doubt; inactive = no such curve, though single readings can be large; an effect the other way counts as inactive or inconclusive. Potency is the fitted concentration of half-maximal effect.

cpd	molecule	BRCA1 expr act	FLuc counter	Rab9 prom act	uPA surface inh	Gal4-VP16 FLuc	NPC1 prom act	MBNL1 CUG block	p53 reactivation	RORgamma inh	ELG1 genotox
1	O=C(Cn1nnc(-c2ccccc2)n1)NNC(=O)c1cccc([N+](=O)[O-])c1	-4%	0%	0%	0%	2%	-2%	?	2%	-20%	-2%
2	Cc1ccccc1C(=O)Nn1c(C)ccc1C	.	-1%	-3%	.	-2%	-4%	1%	1%	-14%	-4%
3	Cc1cc(C)nc(NS(=O)(=O)c2ccc(NC(=S)NC(=O)C3CCCC3)cc2)n1	-1%	1%	-1%	.	1%	2%	24%	-5%	-2%	-8%
4	CCOc1ccc(N2C(=O)CC(N3CCN(c4ccc(Cl)cc4)CC3)C2=O)cc1 (stereo unspecified)	-5%	-6%	1%	3%	-29%	0%	-5%	3%	-19%	2%
5	O=C(CCCSc1nc2ccccc2[nH]1)N1CCN(c2ccccc2)CC1	-2%	4%	-6%	1%	-3%	1%	-29%	0%	1%	-5%
6	c1ccc(-n2nnnc2Cc2nnnn2-c2ccccc2)cc1	2%	1%	1%	3%	-3%	-6%	-3%	27%	6%	0%
7	COc1ccc(N(C(=O)CNC(=O)c2ccco2)C(C(=O)NCC2CCCO2)c2ccccc2)cc1OC (stereo unspecified)	11%	2%	-3%	0%	8%	2%	-1%	-1%	-2%	-4%
8	CN(CC(=O)Nc1ccc(F)c(F)c1F)C(=O)c1n[nH]c(=O)c2ccccc12	-2%	.	.	-3%	.	.	.	-2%	.	0%
9	COc1cc(/C=N/NC(=O)c2ccncc2)ccc1OCC(=O)Nc1ccc(C)c(C)c1	-12%	-15%	5%	-1%	-3%	-3%	16%	-1%	-21%	2%
10	CC(=O)Nc1ccc(NC(=O)C(C)OC(=O)CCSc2ccccc2Cl)cc1 (stereo unspecified)	5%	.	.	3%	.	.	.	-6%	.	1%
11	O=C(OCC#CCSc1nnc(-c2cccc3ccccc23)o1)c1ccc(Br)cc1	2%	8%	-4%	-1%	.	-3%	.	0%	.	6%
12	CCC(C)N(C(=O)CSc1nc2ccc(OC)cc2[nH]1)C1CCS(=O)(=O)C1 (stereo unspecified)	-17%	2%	-6%	11%	.	-3%	.	-1%	.	0%
13	Cc1ccc(S(=O)(=O)N2CCOCC2)cc1NC(=O)CNCc1ccc(Cl)cc1Cl	-34%	.	.	-15%	.	.	.	-8%	.	-8%
14	CN(CC(=O)Nc1ccncc1)S(=O)(=O)c1ccc(Cl)cc1	0%	3%	-6%	.	-4%	0%	1%	-4%	34%	-8%
15	C[C@@H]1CN([C@@H](C)CO)C(=O)Cc2cc(NC(=O)Nc3cccc4ccccc34)ccc2O[C@@H]1CN(C)Cc1ccc(C(F)(F)F)cc1	-73%	.	.	?	.	.	.	7%	.	-4%
16	CCC(CO)n1c(=S)[nH]c2cc(OC)c(OC)cc2c1=O (stereo unspecified)	-15%	4%	1%	?	?	-4%	2%	-2%	11µM*	-8%
17	C/C(=N/NC(=O)c1nnn(-c2nonc2N)c1COc1ccccc1)c1ccc(O)cc1	7%	-1%	0%	-4%	1%	-4%	-6%	4%	-7%	2%
18	Cc1ccc(NC(=O)c2nc(C)n(-c3ccc([N+](=O)[O-])cc3)n2)cc1	1%	-1%	-3%	.	-9%	-2%	?	6%	-8%	1%
19	CC(=O)C1=C(O)C(=O)N(c2ccc(Br)cn2)C1c1cccc([N+](=O)[O-])c1 (stereo unspecified)	6%	1%	-1%[1.84 µM]	0%	-2%	0%	7%	-1%	-5%	2%
20	Cc1ccc(NC(=O)CN2CCN(CCN=CC3=C(O)CC(c4ccccc4)CC3=O)CC2)cc1 (stereo unspecified)	-9%	-1%	0%	1%	0%	-3%	2%	-10%	21%	0%
21	Cc1ccc(C)n1-c1ccc(C(=O)N2CCOCC2)cc1	26%	1%	0%	.	3%[0.365 µM]	2%	-2%	?	-11%	21%
22	NC(=O)c1ccc(NC(=O)COC(=O)c2ccc(Br)o2)cc1	-3%	2%	1%	9%	.	-2%	.	5%	.	5%
23	Cc1c(C(=O)N2CCCC2)sc(NC(=O)c2ccccc2)c1C#N	-3%	?	2%	9%	-12%	-5%	-2%	3%	?	-4%
24	COc1ccc(CC(NC(C)=O)C(=O)NC2CCN(C(=O)c3ccc(Cl)cc3)CC2)cc1 (stereo unspecified)	-8%	-1%	-5%	2%	0%	-3%	-1%	-2%	-6%	-3%
25	COc1ccc(NC(=S)NC(C)Cc2cccs2)cc1 (stereo unspecified)	36%	-17%	6%	21%	2.8µM*	5%	-1%	0%	14µM*	4%
26	O=C1CC(N2CCN(Cc3ccc4c(c3)OCO4)CC2)C(=O)N1c1cccc(Cl)c1 (stereo unspecified)	5%	4%	-2%	4%	11%	1%	5%	5%	-26%	3%
27	CCCCCCNC(=O)c1ncn[nH]1	-5%	5%	-4%	-1%	6%	0%	-1%	2%	18%	-10%
28	O=C(COc1ccc(Cl)cc1Cl)N/N=C/c1ccc[nH]1	10%	13µM*	-52%[inhibitor]	?	4.5µM*	-44%[inhibitor]	8%	13%	2.8µM*	9%
29	COc1ccc(OC)c(-c2nnc3n2N=C(c2ccc(OC)c(OCC4CC4)c2)CS3)c1	-81%	.	.	?	.	.	.	2%	.	-2%
30	CCOc1ccc(C2c3[nH]c4ccccc4c3C[C@H]3C(=O)N(C4CCN(Cc5ccccc5)CC4)CC(=O)N23)cc1OC (stereo partly specified)	-38%	-1%	-12%	?	-5%	-11%	-10%	6%	-2%	-7%

Going on with the list:
| no. | SMILES | BRCA1 expr act | FLuc counter | Rab9 prom act | uPA surface inh | Gal4-VP16 FLuc | NPC1 prom act | MBNL1 CUG block | p53 reactivation | RORgamma inh | ELG1 genotox |
| --- | --- | --- | --- | --- | --- | --- | --- | --- | --- | --- | --- |
| 31 | Cc1nc(C)n(CC(=O)N2CCCC(C(=O)c3cccc4ccccc34)C2)n1 (stereo unspecified) | 1% | -14% | -1% | -4% | 3% | -3% | 10% | 4% | 2% | 6% |
| 32 | Cn1nc(C(=O)OCc2ccc(Br)cc2F)c2ccccc2c1=O | -28% | -8% | -2% | 2% | 11% | -16% | 4% | 7% | ? | -7% |
| 33 | CCCNc1ccc(S(=O)(=O)N(CC)CC)cn1 | -6% | -6% | 0% | -10% | -18% | 0% | . | -5% | 41% | -2% |
| 34 | Cc1ccccc1C1CCCN(Cc2nc(C3CC3)no2)C1 (stereo unspecified) | -30% | -1% | 12% | 6% | 4% | -3% | -10% | -2% | 31% | -4% |
| 35 | Cc1ccc(C(=O)NC(=S)NNC(=O)c2ccccc2O)cc1 | -77% | ? | 2% | -14% | -1% | 1% | 5% | 14% | 22% | 9% |
| 36 | Cc1ccc(S(=O)(=O)N2CC(=NO)C2)cc1 | 1% | 8% | -4% | -2% | 3% | -1% | 3% | -2% | 4%[10 µM] | 2% |
| 37 | O=C(NCCOC(=O)C1COc2ccccc2O1)c1cccnc1 (stereo unspecified) | -6% | 0% | 5% | 1% | -13% | -4% | -9% | 15% | 2% | 0% |
| 38 | CCOc1ccccc1NC(=O)CSc1nnc2ccc(-c3cccnc3)nn12 | -48% | 0% | -3% | -1% | -3% | 27% | ? | 1% | 16% | 12% |
| 39 | CC(NCC(=O)Nc1ccccc1C(=O)NC1CC1)c1ccc(S(C)(=O)=O)cc1 (stereo unspecified) | 18% | -1% | 0% | 9% | . | 1% | . | -6% | . | 2% |
| 40 | COc1ccc(CNC(=O)Cc2ccc(OC)c(S(=O)(=O)N3CCOCC3)c2)cc1 | -3% | 0% | 3% | 2% | 0% | 20% | 12% | -2% | 3% | 0% |
| 41 | CCCCC(CC(C)O)c1n[nH]c(=S)n1-c1ccccc1 (stereo unspecified) | -15% | -2% | -4% | 1% | -3% | -2% | . | -1% | 3% | 0% |
| 42 | COc1ccc(C(=O)Nc2c(N)nc(SCC(=O)Nc3ccc(C(C)=O)cc3)[nH]c2=O)cc1 | 2% | 0% | -4% | -2% | -17% | 1% | 0% | 4% | -20% | ? |

Random excerpt: 4 entries already listed, in no set order.
| no. | SMILES | BRCA1 expr act | FLuc counter | Rab9 prom act | uPA surface inh | Gal4-VP16 FLuc | NPC1 prom act | MBNL1 CUG block | p53 reactivation | RORgamma inh | ELG1 genotox |
| --- | --- | --- | --- | --- | --- | --- | --- | --- | --- | --- | --- |
| 13 | Cc1ccc(S(=O)(=O)N2CCOCC2)cc1NC(=O)CNCc1ccc(Cl)cc1Cl | -34% | . | . | -15% | . | . | . | -8% | . | -8% |
| 6 | c1ccc(-n2nnnc2Cc2nnnn2-c2ccccc2)cc1 | 2% | 1% | 1% | 3% | -3% | -6% | -3% | 27% | 6% | 0% |
| 38 | CCOc1ccccc1NC(=O)CSc1nnc2ccc(-c3cccnc3)nn12 | -48% | 0% | -3% | -1% | -3% | 27% | ? | 1% | 16% | 12% |
| 30 | CCOc1ccc(C2c3[nH]c4ccccc4c3C[C@H]3C(=O)N(C4CCN(Cc5ccccc5)CC4)CC(=O)N23)cc1OC (stereo partly specified) | -38% | -1% | -12% | ? | -5% | -11% | -10% | 6% | -2% | -7% |

Rows were taken by chance, and some 13% of all compounds hit somewhere here.
